Screening data as filed in PubChem BioAssay.
mABHD4 FP – inhibitors of mouse ABHD4; inhibition, % at 8.92 µM; 0.54% of 370,000 active; AID 720543; Q8VD66; purified mABHD4, FP-Rh probe fluorescence polarization;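 active = inhibition exceeding the mean over every tested compound plus 3 SD, cut at about 30% in these data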;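 also: 0% = plate median of compound wells and 100% = S159A mutant with DMSO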
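Assay system: mouse ABHD4 enzyme, wild type / Also added: fluorescent activity-based probe FP-Rh / Doses: single nominal dose of 8.92 µM, 0.89% DMSO final / Timing: 45 min compound pre-incubation plus 60 min probe step, 25 °C / Signal: FP readout, ex 525 nm / em 598 nm / Control set: S159A mutant/DMSO as 100%, compound-well median as 0%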
TCR CD3 inh – blocks the human TCR-CD3 interaction; inhibition, % at 9.4 µM; TAMRA-labeled TCR probe fluorescence, biochemical; 0.37% of 360,000 active; in the data active = inhibition above about 19%;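 also: recombinant mutant TCR 2C K166C tagged with TAMRA read by polarization; 0% = receptor in buffer alone and 100% = receptor with positive control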
Tn7 DDE FP – inhibitors of Tn7 peptide binding to human fibrin DD(E); P02675; FP displacement of FITC-Tn7 peptide from fibrin DD(E); 0% = median of compound wells per plate; inhibition, % at 8.3 µM; 0.13% of 370,000 active; AID 720508;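 active = inhibition above the mean of compounds falling within the control limits plus 3 SD of them, cut at about 14% in these data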;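 also: 0% = plate median of compound wells and 100% = 10 µM Aha-Tn7 peptide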
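Assay system: human fibrin DD(E). Input: DD(E) 2 µM final. Medium: Tris buffer with calcium and detergent, pH 7.8. Compound dosing: single point at 8.3 µM. Timing: 10 min plus 3 h, room temperature. Technique: fluorescence polarization of the labelled Tn7 tracer. Read-out: percent inhibition. Replicates: singlicate testing.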
PG9 binder – binds the HIV-1 gp120 antibody PG9. TR-FRET gp120-PG9 antibody binding. inhibition, % at 6.7 µM. 0.43% of 360,000 active; in the data active = inhibition above about 8.5%
HTRA1 inh – inhibitors of human serine peptidase HTRA1; Q92743; inhibition, % at 5.96 µM; recombinant HTRA1, FP-rhodamine activity-based probe, fluorescence polarization; 0.5% of 340,000 active; in the data active = inhibition above about 36%;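 also: 0% = enzyme with DMSO and 100% = wells lacking enzyme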
Target sequence (Q92743 whole entry, looked up): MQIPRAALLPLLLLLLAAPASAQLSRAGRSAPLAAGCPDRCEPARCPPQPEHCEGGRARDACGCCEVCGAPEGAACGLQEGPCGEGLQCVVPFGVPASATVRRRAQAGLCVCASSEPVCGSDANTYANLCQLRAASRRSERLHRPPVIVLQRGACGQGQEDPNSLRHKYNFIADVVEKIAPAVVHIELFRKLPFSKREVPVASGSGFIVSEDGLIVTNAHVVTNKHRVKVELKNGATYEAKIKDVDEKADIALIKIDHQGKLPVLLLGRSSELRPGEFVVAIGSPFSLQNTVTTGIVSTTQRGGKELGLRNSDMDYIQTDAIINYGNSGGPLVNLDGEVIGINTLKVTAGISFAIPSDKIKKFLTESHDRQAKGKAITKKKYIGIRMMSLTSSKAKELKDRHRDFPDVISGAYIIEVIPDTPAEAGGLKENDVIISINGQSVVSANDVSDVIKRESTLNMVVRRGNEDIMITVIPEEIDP
PRMT1 FP inh – PRMT1 (human) inhibition, primary screen; 1.3% of 370,000 active; AID 652257; Q99873; inhibition, % at 2.79 µM; recombinant PRMT1, activity-based probe fluorescence polarization;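 active = inhibition above about 21% made by adding two undisclosed values, limit read from the data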
Target sequence (Q99873 whole entry, looked up): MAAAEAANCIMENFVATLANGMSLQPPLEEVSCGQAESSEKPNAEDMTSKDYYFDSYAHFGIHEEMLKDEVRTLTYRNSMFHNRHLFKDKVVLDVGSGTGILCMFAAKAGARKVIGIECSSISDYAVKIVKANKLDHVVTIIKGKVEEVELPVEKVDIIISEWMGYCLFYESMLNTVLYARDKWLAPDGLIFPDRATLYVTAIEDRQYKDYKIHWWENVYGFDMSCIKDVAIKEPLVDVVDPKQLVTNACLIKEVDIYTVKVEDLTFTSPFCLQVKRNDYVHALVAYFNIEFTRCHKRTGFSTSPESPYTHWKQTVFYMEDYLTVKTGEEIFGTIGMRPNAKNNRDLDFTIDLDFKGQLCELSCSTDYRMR
UHRF1 MBD2 ctr – blocks human UHRF1 binding to methylated DNA. UHRF1 binding to methylated oligo, TR-FRET. Q96T88. 0.75% of 370,000 active. inhibition, % at 4.4 µM. AID 687016; in the data active = inhibition above about 21%;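 also: UHRF1 SRA domain binding a hemimethylated CpG hairpin DNA probe; 0% = median of test compound wells and 100% = reference inhibitor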
LEDGF integ inh – blocks HIV-1 LEDGF/p75-dependent DNA integration. inhibition, % at 3.7 µM. 0.64% of 370,000 active. TR-FRET IN-LEDGF/p75 DNA integration, Eu/Cy5;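 active = inhibition above the screen-wide mean plus 3 SD, cut at about 13% in these data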;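 also: signal is the Cy5 over europium emission ratio at 671 and 618 nm; 0% = plate median of compound wells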
TDP2 inh – TDP2 (human) inhibition, absorbance primary screen | O95551 | inhibition, % at 12.8 µM | recombinant TDP2, T5PNP hydrolysis, p-nitrophenol absorbance 415 nm | AID 720702 | 0.34% of 370,000 active;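 active = inhibition above the mean of all tested compounds plus 3 SD, set per campaign, cut at about 25% in these data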;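 also: 0% = DMSO with enzyme and 100% = buffer with substrate but no TDP2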
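Assay system: recombinant human TDP2 / Reagent: T5PNP substrate at 5 mM, a TopII-DNA adduct mimic / Measured by: epi absorbance from released p-nitrophenol / Evaluation: % inhibition relative to enzyme-containing and enzyme-free wells / Control set: enzyme-free and DMSO wells / Replicates: each compound tested once, singlicate / Schedule: enzyme reaction with compound for 2 h at 37 °C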
SIAE inh – human SIAE inhibition, primary screen. Q9HAT2. SIAE FP-Rh probe binding, fluorescence polarization. inhibition, % at 9.66 µM. 0.69% of 370,000 active. AID 1053197;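 active = inhibition above a cutoff: mean of compounds within the control limits plus 3 SD of those, cut at about 17% in these data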;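 also: 0% = plate median of compound wells and 100% = probe without SIAE protein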
An asterisk follows results filed as active; nt = not tested or not shown. Random draw from the library; any-hit rate near 4.2%.

no.	compound	mABHD4 FP	TCR CD3 inh	Tn7 DDE FP	PG9 binder	HTRA1 inh	PRMT1 FP inh	UHRF1 MBD2 ctr	LEDGF integ inh	TDP2 inh	SIAE inh
1	Cc1cnn(-c2ccc3nnc(-c4ccc(Cl)cc4)n3n2)c1	1	4	-3	-2.5	3	-2	-1	2	-2	-2
2	COc1ccc(CNC(=O)CN2CCC(NC(=O)c3ccccc3C)CC2)cc1	-5	2	-4	-1.6	-2	2	0	-1	11	-1
3	COc1ccccc1C1CCN(Cc2ccc(Cl)c(Cl)c2)CC1	-4	5	-4	-1.8	-3	0	-1	-3	6	0
4	Cc1ccc(-n2nnc3c(=O)n(Cc4cccc(C)c4)cnc32)cc1	-1	5	6	-0.3	-1	1	-1	-2	-1	4
5	COc1ccc(C(=O)O)cc1NCc1cccnc1	-1	3	-1	-2.2	-11	-2	0	-2	9	8
6	CCCc1cc(C(=O)Nc2ccc(C#N)cc2)no1	1	1	-7	1.1	3	3	-1	1	6	2
7	c1cc(N2CCCCC2)nc(N2CCCCC2)n1	-10	-7	1	0.8	7	4	4	3	-4	7
8	Cc1c(-c2ccco2)[n+](=O)c2c(n1[O-])CCCCC2	4	-9	-2	-2.8	7	1	1	2	-3	6
9	COc1ccccc1C(=O)OCC(=O)NC(=O)NCc1ccccc1	-4	13	0	-1.5	7	-1	-3	4	-3	5
10	O=C(Cc1c(F)cccc1Cl)NNC(=O)c1cccs1	2	1	1	-1.1	9	2	2	-3	-7	-10
11	Cc1ccc(C(=O)Nc2ccc(Cl)cc2C)c(Cl)c1	2	4	0	-1.3	5	-3	-3	2	-8	-1
12	Cc1cc(=O)oc2cc(NC(=O)CCC(=O)O)ccc12	5	10	-5	1.7	2	0	-1	0	-6	-5
13	CC(C)C[C@H](NC(=O)C1CCN(S(=O)(=O)c2ccccc2)CC1)C(=O)NCc1ccncc1	-1	8	-2	-1.2	2	0	-2	0	12	-1
14	CC1(C)CC(=O)C=C(c2ccc(COC(=O)C3CC3)cc2)C1=O	3	-3	5	-0.5	5	0	0	1	-4	-3
15	O=C(Cn1nnc(-c2cccs2)n1)N1c2ccccc2Sc2ccc(C(F)(F)F)cc21	-28	7	3	-0.9	-37	-1	-1	-2	0	-12
16	COc1ccc(S(=O)(=O)N2N=C(C)Oc3ccccc3C2=O)cc1	5	3	-5	0.1	3	1	4	-3	-14	-4
17	CCN(CCCNC(=O)c1c(C)cc(=O)oc1C)c1cccc(C)c1	1	6	2	-1.9	6	0	-5	-7	-6	1
18	CCOC(=O)Cn1c(C(C)=O)nc2ccccc21	0	6	-9	0.2	7	-3	-1	-1	-3	4
19	CCOc1ccccc1CNC(=O)CCc1cn(C)c2ccccc12	4	0	7	1.4	6	0	-1	0	5	10
20	O=C(Nc1ccc(Oc2ccccc2)cc1)c1csc([C@@H]2O[C@H](CO)[C@H](O)[C@H](O)[C@H]2O)n1	-9	10	-7	-0.5	nt	-4	4	7	-23	-15
21	Cc1ccc(NC(=S)N(CCN(C)C)Cc2cccs2)cc1C	-1	-1	-3	2.4	6	-4	14	1	2	1
22	O=C(CCN1C(=O)C2CCCCC2C1=O)Nc1cc([N+](=O)[O-])ccc1Cl (stereo not given)	4	1	-1	-2.1	2	-1	0	2	1	-1
23	CN1OC[C@@H]2CN(S(=O)(=O)c3cccc4ccccc34)[C@H](c3ccc(N4CCCCC4)cc3)C[C@@H]21	-11	1	0	-0.2	nt	-8	2	0	-1	-12
24	COc1ccc(CC(=O)Oc2cc(C)ccc2C)cc1	-5	5	-6	-2.2	-12	-7	1	2	-6	-7
25	Cc1sc2nc(SCCO)n(-c3ccccc3)c(=O)c2c1C	-3	-1	5	0.0	-7	-4	-1	-1	7	2
26	CC(C)C(NC(=O)c1ccccc1F)C(=O)NCc1ccccc1 (stereo not given)	-4	5	-3	-2.9	1	-6	0	1	3	3
27	CC(Oc1ccc2c(-c3ccccc3)cc(=O)oc2c1)C(=O)NCC(O)c1ccccc1 (stereo not given)	-17	-2	-6	-0.9	-1	5	5	-4	-18	-4
28	CCCCCCNC(=O)c1cc(S(=O)(=O)N2CCc3ccccc32)ccc1F	0	-5	2	1.0	-2	0	-3	-1	2	-1
29	COc1ccccc1NC(=O)CN(C)S(=O)(=O)c1cccc2cccnc12	1	6	3	-2.8	-1	-1	-1	2	-4	-2
30	Cc1ccc(NC(=O)CSc2nnc(-c3cc(C)[nH]n3)n2N)c(C)c1	-3	-4	-3	-1.0	2	10	10	-2	-15	-2
31	C[C@@H]1ON(C)[C@H]2C[C@H]3c4[nH]c5c(-c6ccc(F)cc6)cccc5c4CCN3C(=O)[C@@H]12	0	-5	0	-0.2	nt	-2	0	4	-4	7
32	O=C(NN1CCOCC1)c1ccc(Br)s1	-6	-2	-2	-0.1	4	3	1	-4	0	6
33	COc1ccc(CNC(=O)C2CCN(S(=O)(=O)c3ccc4c(c3)C(C)(C)C(=O)N4C)CC2)cc1	-6	-11	10	-1.0	-2	4	3	1	3	-1
34	Cn1c(=O)[nH]c(=O)c2[nH]c(N(Cc3ccccc3)Cc3ccccc3)nc21	13	-4	-6	-0.8	-8	-2	-1	0	8	-1
35	O=C(Nc1ccc(Cc2ccncc2)cc1)c1cccs1	-11	-4	0	0.0	-10	1	3	2	-2	-1
36	CCCCn1c(N)c(N(CCOC)C(=O)c2cccc(S(=O)(=O)N3CCCCC3)c2)c(=O)[nH]c1=O	-3	0	-3	0.8	-1	-1	0	5	-23	-10
37	NC(=O)NC(=O)COC(=O)c1ccc(OC(F)(F)F)cc1	-3	6	-2	-2.4	4	-2	-2	3	-16	0
38	C[C@H](CO)N1C[C@H](C)[C@@H](CN(C)Cc2ccc3c(c2)OCO3)Oc2ccc(NS(C)(=O)=O)cc2C1=O	-7	-9	6	0.3	2	0	-1	1	6	4
39	COc1ccc(C(=O)N/N=C\c2coc3ccccc3c2=O)cc1	0	-6	5	-1.8	4	-2	-6	-3	5	-1
40	COCCNC(=O)CN1N=C(c2ccc(OC)cc2)CCC1=O	-4	1	2	1.4	4	4	1	2	-7	-5

Given with two lines to a compound: entries from further up
Every second line gives: mABHD4 FP | TCR CD3 inh | Tn7 DDE FP | PG9 binder | HTRA1 inh | PRMT1 FP inh | UHRF1 MBD2 ctr | LEDGF integ inh | TDP2 inh | SIAE inh
28: CCCCCCNC(=O)c1cc(S(=O)(=O)N2CCc3ccccc32)ccc1F
→ 0 | -5 | 2 | 1.0 | -2 | 0 | -3 | -1 | 2 | -1
29: COc1ccccc1NC(=O)CN(C)S(=O)(=O)c1cccc2cccnc12
→ 1 | 6 | 3 | -2.8 | -1 | -1 | -1 | 2 | -4 | -2
30: Cc1ccc(NC(=O)CSc2nnc(-c3cc(C)[nH]n3)n2N)c(C)c1
→ -3 | -4 | -3 | -1.0 | 2 | 10 | 10 | -2 | -15 | -2
31: C[C@@H]1ON(C)[C@H]2C[C@H]3c4[nH]c5c(-c6ccc(F)cc6)cccc5c4CCN3C(=O)[C@@H]12
→ 0 | -5 | 0 | -0.2 | nt | -2 | 0 | 4 | -4 | 7
32: O=C(NN1CCOCC1)c1ccc(Br)s1
→ -6 | -2 | -2 | -0.1 | 4 | 3 | 1 | -4 | 0 | 6
33: COc1ccc(CNC(=O)C2CCN(S(=O)(=O)c3ccc4c(c3)C(C)(C)C(=O)N4C)CC2)cc1
→ -6 | -11 | 10 | -1.0 | -2 | 4 | 3 | 1 | 3 | -1
34: Cn1c(=O)[nH]c(=O)c2[nH]c(N(Cc3ccccc3)Cc3ccccc3)nc21
→ 13 | -4 | -6 | -0.8 | -8 | -2 | -1 | 0 | 8 | -1
35: O=C(Nc1ccc(Cc2ccncc2)cc1)c1cccs1
→ -11 | -4 | 0 | 0.0 | -10 | 1 | 3 | 2 | -2 | -1
36: CCCCn1c(N)c(N(CCOC)C(=O)c2cccc(S(=O)(=O)N3CCCCC3)c2)c(=O)[nH]c1=O
→ -3 | 0 | -3 | 0.8 | -1 | -1 | 0 | 5 | -23 | -10
37: NC(=O)NC(=O)COC(=O)c1ccc(OC(F)(F)F)cc1
→ -3 | 6 | -2 | -2.4 | 4 | -2 | -2 | 3 | -16 | 0
38: C[C@H](CO)N1C[C@H](C)[C@@H](CN(C)Cc2ccc3c(c2)OCO3)Oc2ccc(NS(C)(=O)=O)cc2C1=O
→ -7 | -9 | 6 | 0.3 | 2 | 0 | -1 | 1 | 6 | 4
39: COc1ccc(C(=O)N/N=C\c2coc3ccccc3c2=O)cc1
→ 0 | -6 | 5 | -1.8 | 4 | -2 | -6 | -3 | 5 | -1
40: COCCNC(=O)CN1N=C(c2ccc(OC)cc2)CCC1=O
→ -4 | 1 | 2 | 1.4 | 4 | 4 | 1 | 2 | -7 | -5

Other structures follow.
no.	compound	mABHD4 FP	TCR CD3 inh	Tn7 DDE FP	PG9 binder	HTRA1 inh	PRMT1 FP inh	UHRF1 MBD2 ctr	LEDGF integ inh	TDP2 inh	SIAE inh
41	CCOc1ncccc1C(=O)Oc1ccc2c(c1)OCO2	-5	-6	-2	-1.8	5	0	9	4	-3	-1
42	CC(=O)Nc1ccccc1C	2	1	-1	0.6	6	1	0	-2	8	-3
43	CCN(CC)C(=O)c1sc(NC(=O)c2ccco2)c(C#N)c1C	0	-1	-3	-2.2	-2	4	-1	2	-13	-4
44	CC1CCCCN1C(=O)COC(=O)C1CCN(S(=O)(=O)c2ccc3c(c2)OCCO3)CC1 (stereo not given)	2	4	4	0.1	-1	0	1	-1	8	3
45	O=C1OCCC1Sc1nnnn1-c1ccc(Cl)cc1 (stereo not given)	-8	-7	2	-1.0	1	2	5	1	1	-5
46	O=C(NN1C(=O)/C(=C/c2ccc(O)c(O)c2)SC1=S)c1ccccc1	-42	-65	-4	-9.0	-56	21	-3	30*	-4	-98
47	COCCCN1C(=O)C(CC(=O)NCc2ccco2)CC(C(=O)N(C(C)C)C(C)C)=C1C (stereo not given)	-1	3	2	-1.0	nt	-1	-2	-1	9	15
48	Cc1ccccc1C(=O)Nc1ccc(S(=O)(=O)N2CC(C)OC(C)C2)cc1 (stereo not given)	-1	5	4	0.8	-2	-1	0	3	-2	-1
49	COc1ccccc1CNC(=O)CC12CC3CC(CC(Br)(C3)C1)C2	2	0	6	-0.2	0	3	-1	2	5	-4
50	Cc1ccc(S(=O)(=O)N2[C@@H](c3ccccc3)C(C(=O)O)=CC[C@H]2c2cccc(C)c2)cc1	7	2	2	0.2	-7	1	-4	0	14	8
51	Cc1cccc(C)c1NC(=O)C(c1ccccc1)N1CCC(Cc2ccccc2)CC1 (stereo not given)	-3	3	-2	-3.5	nt	1	-2	-2	-2	1
52	Cc1noc(C)c1CSc1nc2ccccc2c(=O)n1-c1ccc(F)cc1F	-12	1	-2	0.4	-26	2	-1	-1	4	-2
53	O=C(Nc1cccc2ncccc12)c1cc([N+](=O)[O-])ccc1Cl	-1	5	-4	-1.3	6	-2	2	0	19	-3
